# Compound activity (PubChem BioAssay)
# M4 PAM: CHRM4 positive allosteric modulation | P08173 | CHO-K1 hM4/Gqi5, Fluo-8 calcium fluorescence, ACh EC20; 0% = ACh EC20, 100% = maximal ACh | activation, % at 3 µM | 360,000 compounds, 0.4% hits | AID 624126;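 active = activation above its plate's cutoff, the mean activation of sample wells plus 3 SD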; also: some results filed as inactive read as strong as hits
# M1 PAM parental: nonselective activator or artifact in parental CHO-K1 calcium assay; AID 602247; activation, % at 3 µM; ATP EC20, Fluo-8 calcium fluorescence; 0% at ATP EC20, 100% at ATP max; 360,000 compounds, 0.02% hits;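 active = activation above the run cutoff, the mean activation of all test compounds plus 3 SD, cut at about 40% in these data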;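 also: peak over basal fluorescence ratio in a 140 s read after ATP addition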
# TAAR1 antagonist: human TAAR1 antagonism | Q96RJ0 | CHO RD-HGA16 TAAR1, Fluo-8 calcium fluorescence, antagonist | inhibition, % at 3 µM | 360,000 compounds, 1.5% hits;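 active = inhibition above a per-plate cutoff, the mean inhibition of test compounds on that plate plus 3 SD, cut at about 49% in these data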;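 also: 0% = DMSO plus EC80 beta-PEA response and 100% = DMSO alone without agonist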
# Target sequence (Q96RJ0 whole entry, looked up): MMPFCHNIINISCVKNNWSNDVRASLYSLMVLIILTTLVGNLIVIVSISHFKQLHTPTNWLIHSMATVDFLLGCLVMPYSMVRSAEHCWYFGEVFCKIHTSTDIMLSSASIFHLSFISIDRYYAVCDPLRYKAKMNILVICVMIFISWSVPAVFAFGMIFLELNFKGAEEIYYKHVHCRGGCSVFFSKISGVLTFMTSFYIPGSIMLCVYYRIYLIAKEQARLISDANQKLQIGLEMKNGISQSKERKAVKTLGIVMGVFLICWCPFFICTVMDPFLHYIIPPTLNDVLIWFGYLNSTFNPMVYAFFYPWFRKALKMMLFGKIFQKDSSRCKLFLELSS
#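 Test system – hTAAR1-expressing CHO RD-HGA16 cells, Gα16-coupled · Reagent – β-PEA at EC80 concentration, post-compound challenge · Compound dosing – 3 µM, single point · Timing – 140 s kinetic read after compound, 140 s after agonist · Detection – Fluo-8 intracellular calcium dye fluorescence, real-time kinetic reads · Control set – DMSO and EC80 PEA controls · Repeats – n of 1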
# M5 ag: agonists of human muscarinic M5 receptor (CHRM5) | AID 624037 | 360,000 compounds, 0.19% hits | activation, % at 3 µM | CHO-K1 hM5 cells, Fluo-8 calcium fluorescence; 0% DMSO wells, 100% maximal acetylcholine response | P08912;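 active = activation above the run's mean over test compounds plus 3 SD, cut at about 23% in these data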;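 also: signal is peak over basal fluorescence ratio across the kinetic read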
# Target sequence (P08912 whole entry, looked up): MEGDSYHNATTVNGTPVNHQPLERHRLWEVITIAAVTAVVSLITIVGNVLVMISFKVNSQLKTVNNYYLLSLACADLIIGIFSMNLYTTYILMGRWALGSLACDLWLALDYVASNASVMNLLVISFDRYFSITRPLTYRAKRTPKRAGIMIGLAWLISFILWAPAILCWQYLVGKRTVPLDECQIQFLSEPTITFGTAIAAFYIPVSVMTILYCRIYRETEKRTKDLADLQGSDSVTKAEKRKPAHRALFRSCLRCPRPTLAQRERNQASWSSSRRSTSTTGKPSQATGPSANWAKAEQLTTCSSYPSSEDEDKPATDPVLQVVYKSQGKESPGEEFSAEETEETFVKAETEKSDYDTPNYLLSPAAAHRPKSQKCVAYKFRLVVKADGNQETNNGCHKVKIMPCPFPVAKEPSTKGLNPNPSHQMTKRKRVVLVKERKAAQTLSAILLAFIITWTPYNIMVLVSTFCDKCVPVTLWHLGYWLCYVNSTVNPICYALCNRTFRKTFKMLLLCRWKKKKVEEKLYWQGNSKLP
# CRFBP-R2 block: antagonists of CRF-binding protein/CRF-R2 receptor complex; HEK293 CRF-R2/CRF-BP, CRF-induced calcium fluorescence; inhibition, % at 11.8 µM; 350,000 compounds, 0.59% hits;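 active = inhibition of the ligand-induced calcium signal above about 50% at the single tested concentration, limit read from the data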
# CRFBP-R2 agonist: CRF-BP/CRF-R2 complex agonism; 350,000 compounds, 0.46% hits; HEK293 CRF-R2/CRF-BP, calcium dye fluorescence (FLIPR); percent of saturating CRF peptide response; activation, % at 13.2 µM;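 active = activation of at least 50%, plus an integration ratio under a set limit after plate pattern correction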;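 also: plate controls were neutral control wells without compound for no effect and CRF at EC100 for full effect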
# CHRM5 antagonist: antagonists of human muscarinic M5 receptor (CHRM5) | P08912 | CHO-hM5 cells, Fluo-8 calcium fluorescence, ACh EC80 | inhibition, % at 3 µM | 360,000 compounds, 0.59% hits | AID 624040;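 active = inhibition above a per-plate cutoff, the mean of that plate's test compounds plus 3 SD, cut at about 27% in these data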;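 also: 0% = acetylcholine EC80 with DMSO and 100% = DMSO without agonist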
# TAAR1 ag: agonists of human TAAR1 | Q96RJ0 | AID 624467 | 360,000 compounds, 0.99% hits | CHO RD-HGA16 TAAR1, Fluo-8 calcium fluorescence; vehicle wells 0%, saturating PEA agonist 100% | activation, % at 3 µM;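 active = activation above the mean activation of all test compounds in the run plus 3 SD, cut at about 38% in these data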
#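 Assay system: CHO-derived RD-HGA16 cells with stable Gα16 and human TAAR1; timing: 17-24 h seeding, 75 min 37 °C dye, 30 min RT; read-out: % activation from peak over basal fluorescence ratio, DMSO-to-PEA scaled; measured by: kinetic Fluo-8 calcium fluorescence; benchmarks: low control DMSO, high control PEA (EC100); doses: 3 µM single concentration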
# CHRM5 PAM: CHRM5 positive allosteric modulation; P08912; CHO-K1 hM5, Fluo-8 calcium, ACh EC20 PAM; 0% = ACh EC20, 100% = ACh EC100; activation, % at 3 µM; 360,000 compounds, 0.3% hits;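 active = activation above the run cutoff, the mean activation of all test compounds plus 3 SD, cut at about 18% in these data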
#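 Test system: CHO-K1 hM5 cells / Doses: single-point, 3 µM nominal / Times: Post-acetylcholine fluorescence recording 140 s / Technique: Fluo-8 calcium fluorescence / Measure: Max/basal fluorescence ratio as % of EC20–EC100 ACh window / Benchmarks: low control EC20 acetylcholine (0%), high control EC100 acetylcholine (100%) / Replicates: one well per compound, no replicates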
# The depositor's hits bear a star; · = no result given.
SMILES,M4 PAM,M1 PAM parental,TAAR1 antagonist,M5 ag,CRFBP-R2 block,CRFBP-R2 agonist,CHRM5 antagonist,TAAR1 ag,CHRM5 PAM
CC(=O)N1N=C(c2cccc([N+](=O)[O-])c2)OC1c1cccc(Br)c1 (centres undefined),-2,14,7,-4,2,1.0,2,8,-4
O=[N+]1C2=C(CCCC2)N([O-])C12CCCC2,9,5,8,3,3,0.5,0,6,0
Cc1ccc(-c2nc(CN3CCCCC3)cc(CN3CCCCC3)c2O)cc1,-5,14,-4,-3,30,3.1,8,5,0
COc1ccccc1C1=CC(=O)CCC1,-1,0,16,-1,10,-3.3,13,14,-1
Cc1cccc(-n2c(CNC(=O)Cc3ccccc3)n[nH]c2=S)c1,4,1,-4,-2,6,-0.3,-10,6,6
CCCCC[C@H](C)N1C[C@H](COCc2ccccc2)Oc2cc(N3CCC[C@@H]3CO)ccc2S1(=O)=O,1,8,-5,2,·,·,-2,-1,1
O=C(CSc1ncnc2c1cnn2-c1ccccc1)NC1CCS(=O)(=O)C1 (centres undefined),6,3,-12,1,8,1.8,1,3,6
COc1cccc(C2=NN(C(=O)C3CC3)C(O)(C(F)(F)F)C2)c1 (centres undefined),-1,-5,-10,-3,19,0.6,9,-1,-1
CCOC(=O)c1cc2c(C)n(-c3ccc(OCC)cc3)c(C)c2ccc1=O,4,-4,-5,3,44,15,3,1,-1
CC(=O)N1c2ccc(S(=O)(=O)N3CCCC(C(=O)N4CCCCC4)C3)cc2CC1C (centres undefined),-9,15,-4,3,-9,1.2,-1,0,-4
Cc1nnc(SCCn2c(N3CCN(C)CC3)nc3c2c(=O)[nH]c(=O)n3C)s1,8,0,15,0,-2,-0.7,3,0,-7
CCCSC1=N/C(=C\c2ccsc2)C(=O)S1,7,14,-8,-2,33,0.2,4,11,-4
COc1ccc(N2C(=O)CC(Nc3ccc(C(=O)O)cc3)C2=O)cc1OC (centres undefined),-5,2,3,0,1,-2.0,0,-1,-1
Cc1c(C(=O)OCC(=O)Nc2c(C)n(C)n(-c3ccccc3)c2=O)cccc1[N+](=O)[O-],7,-9,15,-5,4,1.7,-19,6,4
O=C(NCc1cccnc1)C(=O)NCC1OCCCN1S(=O)(=O)c1cc(F)ccc1F (centres undefined),4,12,-2,0,-8,0.4,3,1,-2
Cc1cc2nc(/C=C/c3cccnc3)[nH]c2cc1C,-2,4,-5,-1,5,-0.2,2,1,9
O=C(O)CCCN1C(=O)C2C3CCC(O3)C2C1=O (centres undefined),3,18,-6,-2,-10,-0.9,3,2,-1
COc1ccc(CC(=O)N2CCCc3ccccc32)cc1OC,6,2,13,-10,7,-2.1,-8,7,-10
O=C(Nc1ccc(S(=O)(=O)Nc2ncccn2)cc1)c1ccc(Br)o1,1,13,7,1,5,-1.3,6,5,0
O=C(OCc1cn(-c2ccc(Cl)cc2)nn1)c1ccccc1,-2,2,1,-4,10,1.1,-1,9,-1

# Overlap with the part before: four compounds; new compounds follow.
SMILES,M4 PAM,M1 PAM parental,TAAR1 antagonist,M5 ag,CRFBP-R2 block,CRFBP-R2 agonist,CHRM5 antagonist,TAAR1 ag,CHRM5 PAM
O=C(O)CCCN1C(=O)C2C3CCC(O3)C2C1=O (centres undefined),3,18,-6,-2,-10,-0.9,3,2,-1
COc1ccc(CC(=O)N2CCCc3ccccc32)cc1OC,6,2,13,-10,7,-2.1,-8,7,-10
O=C(Nc1ccc(S(=O)(=O)Nc2ncccn2)cc1)c1ccc(Br)o1,1,13,7,1,5,-1.3,6,5,0
O=C(OCc1cn(-c2ccc(Cl)cc2)nn1)c1ccccc1,-2,2,1,-4,10,1.1,-1,9,-1
Cn1c(=O)cc(OCC(=O)NC2CCCCC2)c2ccccc21,7,-2,3,0,7,-0.4,1,9,0
CCCc1cc(=O)[nH]c2nnc(SCC(=O)Nc3cc(C)on3)n12,0,3,3,-2,8,-0.3,-3,1,10
CC(C)C(NC(=O)c1ccc(C(C)(C)C)cc1)C(=O)O (centres undefined),3,19,5,-2,14,0.2,-2,4,-1
CCN(C(=O)COC(=O)CSc1ccc(C)cc1C)c1c(N)n(Cc2ccccc2)c(=O)[nH]c1=O,-2,-8,6,0,10,2.6,10,5,0
COCCNc1nc(Nc2ccc(C(=O)OC)cc2)c2sccc2n1,-1,20,20,1,·,·,10,3,-8
CCC(C)NC(=O)c1ccccc1NC(=O)Nc1ccccc1 (centres undefined),-6,5,6,-4,-5,-3.0,-2,2,-3
O=C(NCCc1ccccc1)C(=O)NN=C1CCCC1,0,17,-4,0,-15,-1.6,-7,1,-2
CC(C)N(C)c1ncnc2c1ncn2[C@H]1CN(Cc2ccc3c(c2)OCO3)C[C@@H](CO)O1,-2,-13,6,0,·,·,15,1,-5
O=C(COC(=O)c1ccc(Br)cc1)NCc1ccccc1,5,24,10,-3,21,-3.0,2,-2,-1
CN=c1scc(-c2cccs2)n1/N=C/c1ccc(O)c(O)c1O,8,30,14,3,-65,0.3,-19,45*,2
O=C(CC[C@H]1O[C@@H](n2cnc3c(NC(=O)c4ccccc4)ncnc32)[C@H](O)[C@@H]1O)NCCCN1CCCC1=O,0,16,-4,0,·,·,4,3,1
O=C(CC1CCCCC1)c1c(O)c2ccccc2oc1=O,6,16,20,-1,37,70*,-5,7,-2
O=C(Cn1c(NCCCO)nc2ccccc21)c1cccc(Br)c1,-2,22,6,-4,-6,-1.3,5,13,2
CCN(CC)C(=O)c1cccc(NC(=O)C2CCN(C(=O)c3cccs3)CC2)c1,4,16,-23,1,-4,-0.6,4,1,8
COc1ccc(-c2cc(C(F)(F)F)n3nc(C(=O)N4CCN5CCCC5C4)cc3n2)cc1OC (centres undefined),7,-2,9,-1,-8,0.2,-4,-4,11
CCSc1nc(O)c(CC)c(=O)n1C(C)CC (centres undefined),-4,16,-26,-4,11,-1.1,1,9,0
N#C/C(=N\Nc1ccccc1F)C(=N)N1CCCCC1,-3,7,-8,-2,7,6.1,12,4,-7
CCc1cccc(C)c1NC(=S)N(CCN(C)C)C(C)c1cccnc1 (centres undefined),-10,-6,-17,1,-7,-0.2,11,0,-15
c1nc2sc3c(c2c2nnnn12)CCCC3,-1,-4,-13,2,4,-2.8,-2,11,-6
COc1ccc(CC(=O)n2c(CC#N)nc3ccccc32)cc1OC,0,17,10,2,-22,-6.8,0,5,2

# Quoted at random: 4 entries already listed, in no set order.
SMILES,M4 PAM,M1 PAM parental,TAAR1 antagonist,M5 ag,CRFBP-R2 block,CRFBP-R2 agonist,CHRM5 antagonist,TAAR1 ag,CHRM5 PAM
O=C(COC(=O)c1ccc(Br)cc1)NCc1ccccc1,5,24,10,-3,21,-3.0,2,-2,-1
COc1ccc(-c2cc(C(F)(F)F)n3nc(C(=O)N4CCN5CCCC5C4)cc3n2)cc1OC (centres undefined),7,-2,9,-1,-8,0.2,-4,-4,11
COCCNc1nc(Nc2ccc(C(=O)OC)cc2)c2sccc2n1,-1,20,20,1,·,·,10,3,-8
CN=c1scc(-c2cccs2)n1/N=C/c1ccc(O)c(O)c1O,8,30,14,3,-65,0.3,-19,45*,2

# Later entries
SMILES,M4 PAM,M1 PAM parental,TAAR1 antagonist,M5 ag,CRFBP-R2 block,CRFBP-R2 agonist,CHRM5 antagonist,TAAR1 ag,CHRM5 PAM
CCOc1ccc(CN(C)C(=O)NNC(=O)c2ccc(C)cc2)cc1OC,4,-16,-7,-3,-5,-0.6,-9,0,7
O=c1[nH]c(N/N=C/c2ccccc2)nc2ccccc12,8,22,8,2,-16,-5.0,1,5,-1
COc1ccc(S(=O)(=O)N2CCOC23CCN(S(=O)(=O)c2ccc(C)cc2)CC3)cc1,8,-21,-22,5,3,0.8,5,1,-8
CCCCOCCCNS(=O)(=O)c1ccccc1,6,24,-14,2,-9,0.4,0,5,2
CCOC(=O)C(=CNc1ccc2c(c1)nnn2-c1ccc(Cl)cc1)C(=O)OCC,1,11,-7,-1,4,3.5,-2,0,2
CCOC(=O)c1cccnc1NC(=O)c1ccncc1,1,-14,-23,3,-10,-1.6,5,5,0
C#CCOC(=O)CCCC(=O)Nc1ccccc1OC,0,-9,-1,-7,4,0.2,4,0,-6
C=CC(c1ccccc1)C(C(=O)c1ccccc1)N(C)C (centres undefined),-3,0,0,-8,9,0.6,2,5,4
CCc1nc2ccccc2[nH]1,-6,-7,2,-3,11,0.5,21,6,5
CCn1c(COc2cccc(OC)c2)nnc1SCC(=O)NC1CCCC1,-1,22,-10,-2,5,0.5,3,-2,3
COc1ccccc1NC(=O)N1C2CCCC1CC(NC(=O)c1ccccc1)C2 (centres undefined),4,4,-4,-4,-18,0.8,4,1,4
Cc1ccc(Nc2nc3ccccc3c(=O)s2)cc1,7,11,-4,-3,-15,2.7,2,1,1
NC(=O)C(CCC(=O)c1ccc(Br)cc1)S(=O)(=O)c1ccccc1 (centres undefined),-4,19,-17,-1,-24,-1.8,7,-1,1
COC(=O)c1ccc(SCC(=O)N2CCC(C)CC2)c([N+](=O)[O-])c1,-3,-2,-1,1,-10,-0.5,1,4,2
CC(=O)Nc1cccc(-c2cnc(NC(C)=O)cn2)c1,-8,-12,-13,1,·,·,-3,1,0

# One compound at a time, as listed above. Values in the order: M4 PAM, M1 PAM parental, TAAR1 antagonist, M5 ag, CRFBP-R2 block, CRFBP-R2 agonist, CHRM5 antagonist, TAAR1 ag, CHRM5 PAM
# `CC(=O)Nc1cccc(-c2cnc(NC(C)=O)cn2)c1` as listed: -8, -12, -13, 1, ·, ·, -3, 1, 0
# `CCCCOCCCNS(=O)(=O)c1ccccc1` as listed: 6, 24, -14, 2, -9, 0.4, 0, 5, 2
# `CCOc1ccc(CN(C)C(=O)NNC(=O)c2ccc(C)cc2)cc1OC` as listed: 4, -16, -7, -3, -5, -0.6, -9, 0, 7
# `C#CCOC(=O)CCCC(=O)Nc1ccccc1OC` as listed: 0, -9, -1, -7, 4, 0.2, 4, 0, -6
